# Assay outcomes as filed in PubChem BioAssay.
# CXCR6 inh = inhibitors of human CXCR6 receptor. inhibition, % at 20 µM. O00574. CHO-K1 PathHunter CXCR6 beta-arrestin, luminescence. 360,000 tested, 0.36% active; in the data active = inhibition above about 34%, passing the limit was not always enough;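 also: antagonist mode with CXCL16 agonist at 10 nM final; 0% = 10 nM CXCL16 with DMSO and 100% = unstimulated wells without agonist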
# Target sequence (O00574 whole entry, looked up): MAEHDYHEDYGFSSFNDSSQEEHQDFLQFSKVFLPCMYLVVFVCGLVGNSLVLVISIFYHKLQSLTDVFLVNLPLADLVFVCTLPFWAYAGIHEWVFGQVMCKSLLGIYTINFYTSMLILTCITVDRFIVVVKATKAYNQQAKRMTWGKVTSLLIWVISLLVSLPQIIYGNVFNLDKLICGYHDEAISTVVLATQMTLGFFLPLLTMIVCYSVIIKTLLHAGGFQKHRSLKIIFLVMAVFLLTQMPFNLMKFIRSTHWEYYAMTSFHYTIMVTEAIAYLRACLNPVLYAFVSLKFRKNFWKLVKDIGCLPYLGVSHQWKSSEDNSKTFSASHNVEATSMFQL
# The depositor's hits bear a star. Only part of the results is shown; count on the stated rates, not on these rows.
# The first 6 records as a preview:
no.	Molecule	CXCR6 inh
1	O=S1(=O)N[C@H](Cc2ccccc2)COc2cc(N3CCC[C@H]3CO)ccc21	-7
2	CC(=O)Nc1cccc(OCCOc2cccc([N+](=O)[O-])c2)c1	-3
3	CC(C)(C)OC(=O)N(CCc1ccccc1)Cc1ccccc1OCc1ccc(NC(=O)C2CCCC2)cc1	4
4	COC(=O)[C@H](CCSC)NC(=O)Cn1cc(C)c(=O)[nH]c1=O	2
5	COc1cc(C(=O)N2CCOC23CCN(Cc2ccccc2)CC3)cc(OC)c1OC	6
6	O=C(Nc1cccc(C(F)(F)F)c1)Nc1nnc([C@@H]2C[C@H](O)[C@@H](CO)O2)s1	-4

# This part in full, previewed entries included:
no.	Molecule	CXCR6 inh
1	O=S1(=O)N[C@H](Cc2ccccc2)COc2cc(N3CCC[C@H]3CO)ccc21	-7
2	CC(=O)Nc1cccc(OCCOc2cccc([N+](=O)[O-])c2)c1	-3
3	CC(C)(C)OC(=O)N(CCc1ccccc1)Cc1ccccc1OCc1ccc(NC(=O)C2CCCC2)cc1	4
4	COC(=O)[C@H](CCSC)NC(=O)Cn1cc(C)c(=O)[nH]c1=O	2
5	COc1cc(C(=O)N2CCOC23CCN(Cc2ccccc2)CC3)cc(OC)c1OC	6
6	O=C(Nc1cccc(C(F)(F)F)c1)Nc1nnc([C@@H]2C[C@H](O)[C@@H](CO)O2)s1	-4
7	O=[N+]([O-])c1cccc(COc2ccccc2CN2CCOCC2)c1	-5
8	CCN(CC)c1ncnc2c1ncn2[C@H]1CN(C2CCCC2)C[C@@H](CO)O1	-2
9	C[C@H](CO)N1C[C@H](C)[C@@H](CN(C)S(=O)(=O)c2cccc(C#N)c2)OCc2cnnn2CCCC1=O	3
10	CCN1CC(C)(C)N(C(=O)c2ccccc2)CC1(C)C	-2
11	OCCNc1ncnc2c1cnn2Cc1ccccc1	-5
12	O=C(O)c1cc2cc(Cl)ccc2[nH]1	7
13	COc1ccccc1NC(=O)Nc1nc(C(N)CC(C)C)cs1 (stereo unspecified)	5
14	COc1cc(OC)cc(-c2noc(-c3csc([C@@H]4O[C@H](CO)[C@H](O)[C@H](O)[C@H]4O)n3)n2)c1	5
15	CC1(C(=O)Nc2cccc(C#N)c2)CCN1C(=O)C/C=C/c1ccccc1 (stereo unspecified)	-4

# Carrying on:
no.	Molecule	CXCR6 inh
16	Nc1ccn([C@@H]2O[C@H](C(=O)N3CCN(Cc4ccccn4)CC3)[C@@H](O)[C@H]2O)c(=O)n1	-5
17	CC(C)C[C@H]1CN([C@@H](Cc2ccccc2)CN2CCC[C@H]2CN2C(=O)C(=O)NC[C@@H]2Cc2ccc(O)cc2)C(=O)C(=O)N1CCc1ccccc1	3
18	CC(OC(=O)Nc1cccc(Cl)c1)C(=O)OC1CCCCC1 (stereo unspecified)	-8
19	CC(C)c1ccc(NC(=O)C2Cc3c(-c4ccco4)ccnc3O2)cc1 (stereo unspecified)	-1
20	CCOc1ccc(NC(=O)CN(C)C(=O)c2cc(-c3ccco3)nc3ccccc23)cc1OCC	2
21	CC(C)c1ccc(S(=O)(=O)N2CCN(C(=O)CCc3nc4ccccc4c(=O)[nH]3)CC2)cc1	-7
22	CN(CCOc1ccccc1)C(=O)c1cc(S(=O)(=O)N2CCOCC2)c(Cl)cc1Cl	-7
23	Cn1c(=O)c2c(nc(SCCN3CCOCC3)n2Cc2ccc(Cl)cc2)n(C)c1=O	3
24	CCCc1cnc(Nc2nc(C(N)Cc3ccc(C(F)(F)F)cc3)cs2)nc1 (stereo unspecified)	2
25	C=CCn1c(O)c(N=Nc2ccccc2[N+](=O)[O-])c2ccccc21	-2
26	O=C(COC(=O)CC(c1ccccc1)c1ccccc1)NCc1ccc(Cl)cc1	-3
27	O=C(O)C(c1cccs1)C1(O)CCCCC1 (stereo unspecified)	-2
28	Cn1nnnc1SCCNC(=O)C1CCC(=O)N(Cc2cccc(C(F)(F)F)c2)C1 (stereo unspecified)	-5
29	CCNc1nc(-c2sc(NC(=O)C(C)(C)C)nc2C)c(-n2cc(-c3ccccc3)nn2)s1	-6
30	CC1(C(=O)NS(=O)(=O)C2CC2)CCCN(C(=O)COc2ccccc2)C1 (stereo unspecified)	-3

# Further records follow:
no.	Molecule	CXCR6 inh
31	Cn1c2c(c3ccccc31)CCN(CCCCN1CCN(c3ccccc3)CC1)C2=O	-3
32	CC1(C)Cc2c(cnn2-c2ccc(F)cc2)C(NC(=O)C2=CC(=O)CC(C)(C)O2)C1 (stereo unspecified)	4
33	Cc1cc(Br)cn2c(Cc3cccc(F)c3)c(-c3cccc(Br)c3)nc12	6
34	COc1ccc(-c2nc3ccc(Cl)cn3c2Cc2ccsc2)cc1OC	-2
35	CCOc1ccc(C(=O)CN2C(=O)NC3(CCCc4ccccc43)C2=O)cc1 (stereo unspecified)	-1
36	O=C(Nc1ccc2c(c1)OCCO2)C(C1CC1)N1CCN(C/C=C/c2ccccc2)CC1 (stereo unspecified)	-1
37	COCCNC(=O)C1(C)CCCN(Cc2cc(C)ccc2C)C1 (stereo unspecified)	-5
38	CN(C(=O)c1cccc(NC(=O)Cc2cccc(NC(=O)C3CCCN(C(=O)C4CCC4)C3)c2)c1)C1CC1 (stereo unspecified)	3
39	Cc1cc(C)nc(N2CCC(C(=O)NCC3CCCCC3)CC2)n1	-4
40	Fc1cccc(F)c1C(Nc1nncs1)Nc1nncs1	-8
41	CNc1cnc(-c2ccc(C(=O)N3CCOCC3)cc2)cn1	2
42	C[C@@H]1CN([C@H](C)CO)C(=O)CCCn2nncc2CO[C@H]1CN(C)C(=O)c1cc(-c2ccccc2)on1	-4
43	CCOC(CNC(=O)c1[nH]c(C(F)(F)F)nc1-c1ccccc1)OCC	-8
44	Cc1cc(C)c(C(O)c2ncc(-c3cccc(F)c3)[nH]2)c(C)c1 (stereo unspecified)	6
45	O=C(C1=NOC2(C1)C(=O)N(Cc1ccccc1)c1ccccc12)N1CCOCC1 (stereo unspecified)	4

# Additional results follow:
no.	Molecule	CXCR6 inh
46	COc1ccc(/C=C/C(=O)c2c(O)cc(OC)cc2OC)cc1	3
47	CN(C(=O)c1cccc(NC(=O)Cc2ccc(NC(=O)C3CCCN(C(=O)C4CC4)C3)cc2)c1)C1CC1 (stereo unspecified)	3
48	CCn1nnnc1-c1ccc(OC)c(S(=O)(=O)Nc2ccccc2OC)c1	-1
49	CNC(=O)c1ccc(CN(C)C(=O)c2cccc(S(=O)(=O)N3CCc4ccccc4C3)c2)cc1	7
50	CN(C)C(=O)c1cccc(-c2ccc3nncn3c2)c1	4
51	Cc1ccc(-c2nc3ccccc3o2)cc1NC(=S)NC(=O)c1cc2ccccc2o1	10
52	CC(CCN1CCC(CN2C(=O)C(=O)NC[C@@H]2Cc2ccccc2)CC1)c1ccccc1 (stereo partly specified)	2
53	CCCS(=O)(=O)NC(=O)C1(C)CCCN(C(=O)c2cc(C)on2)C1 (stereo unspecified)	-4
54	O=[N+]([O-])c1ccc(N2CCOCC2)cc1	4
55	CCC(c1nnnn1C(C)(C)CC)N(CCCO)Cc1cc2cc(C)cc(C)c2[nH]c1=O (stereo unspecified)	0
56	COc1cc(/C=C2\C(=O)N(c3cccc(C(=O)O)c3)N=C2C)ccc1OCc1ccccc1	-18
57	CC(=O)NC(c1ccccc1)c1nc(-c2ccccc2C)cs1 (stereo unspecified)	6
58	[O-][N+](=C(c1ccccc1)c1ccccc1)c1ccccc1	1
59	CC(=O)NCCNc1nc(NC(C)C)nc2cc(-c3ccccc3)sc12	6
60	CCNC(=O)C1(C)CCCN(Cc2ccc(-c3ccccc3)o2)C1 (stereo unspecified)	7

# The results go on:
no.	Molecule	CXCR6 inh
61	CCCCNc1c(-c2cc3ccccc3o2)nc2nc(C)cc(C)n12	6
62	COc1cc(N=Nc2ccc(C(=O)N(C)C)cc2)c(C)cc1N	5
63	COc1cccc(C(O)c2ncc(-c3ccccc3OC)[nH]2)c1 (stereo unspecified)	-2
64	COc1ccccc1C1OCC(C)(C)CO1	8
65	FC(F)(F)c1ccc(Cl)c(Nc2nnc(-c3ccncc3)s2)c1	-10
66	CCc1nnc(NC(=O)c2cccc(S(=O)(=O)N3CCN(C)CC3)c2)s1	3
67	O=c1c(Br)ccc(Br)cc1Br	95*
68	CSc1ncc(CN2CCN(C3CCN(C(C)C)CC3)C(CCO)C2)cn1 (stereo unspecified)	10
69	Cc1nn(-c2ccccn2)c2c1C(=O)C(Br)CC2 (stereo unspecified)	-16
70	CCc1nc2c(OCc3ccccc3C(=O)OC)cccn2c1N(C)C(=O)c1ccncc1	-4
71	CCCNC(=O)c1cc(C2CCCN(C(=O)c3ccc4c(c3)CCO4)C2)on1 (stereo unspecified)	-1
72	COc1ccc(NC(=S)N(CCc2ccncc2)C(C)C)cc1Cl	5
73	C[C@@H]1CN([C@@H](C)CO)S(=O)(=O)c2ccc(Br)cc2O[C@H]1CN(C)Cc1ccccn1	10
74	CCOc1ccc(Cn2c3ccc(OC)cc3c3nc4ccccc4nc32)cc1	-2
75	COc1ccc(NC(=O)N(C)[C@H]2C[C@H]3c4[nH]c5ccccc5c4CCN3C[C@H]2[C@H](C)O)cc1	8

# (list continues)
no.	Molecule	CXCR6 inh
76	O=C(NCc1ccco1)Nc1cccc(-c2ccccc2)c1	0
77	CCOC(=O)c1c(C)[nH]c(C2=NNC(=Nc3ccccc3)SC2)c1C	-5
78	CCOC(=O)[C@]12CCCC=C1N(Cc1ccco1)C(=O)[C@H](CC(=O)NCCCN1CCCC1=O)C2	1
79	CC(=O)Nc1ccc(-c2ccnc3c2CC(C)(C(=O)NCc2ccc(F)c(F)c2)O3)cc1 (stereo unspecified)	-9
80	COc1ccc(N2CCN(C(=O)CCCCCn3c(=S)[nH]c4ccc(N5CCOCC5)cc4c3=O)CC2)cc1	-10
81	CC(C)NC(=O)C1(C)CCN1C(=O)c1cccc(Cl)c1 (stereo unspecified)	-1
82	CCOC(=O)c1ccc(NC(=S)N2CCSC2c2ccc(Cl)cc2)cc1 (stereo unspecified)	-7
83	C#CCOCCOCCOCCNc1nc(N2CCN(C(=O)Cn3cc(CC(C)O)nn3)CC2)nc(N2CCN(C(=O)[C@H](CCCCN)n3cc(CCCC)nn3)CC2)n1 (stereo partly specified)	12
84	COc1ccc(OC)c(NCCN2C(=O)c3ccccc3C2=O)c1	2
85	CCC1NC(=O)c2cccnc2-n2c1nc1cc(OC)c(OC)cc1c2=O (stereo unspecified)	-8
86	CC(=O)N1CCc2ccc(N)cc21	-10
87	Cc1ccc(C2CC(c3ccccc3)=NN2c2ccc(S(N)(=O)=O)cc2)cc1 (stereo unspecified)	2
88	CCOc1ccc(/C=N/NC(=O)c2ccc3nc[nH]c3c2)cc1OC	0
89	CCOc1cc(C(=O)N(Cc2ccccc2)c2ccc(C)cc2)ccc1OCC(=O)N1CCOCC1	2
90	CC1=C(C(=O)N(C)C)CC(CC(=O)NCCc2ccccn2)C(=O)N1Cc1ccccc1 (stereo unspecified)	-5

# Carrying on:
no.	Molecule	CXCR6 inh
91	COc1ccc(-c2csc(NC(=O)CCNC(=O)c3ccco3)n2)cc1	4
92	O=c1[nH]c(=S)[nH]c2c1C(c1ccc(F)cc1)OC(CCc1ccccc1)C2 (stereo unspecified)	4
93	CC1=C(C(=O)N2CCOCC2)CC(CC(=O)NCc2cccc3ccccc23)C(=O)N1CCC1=CCCCC1 (stereo unspecified)	0
94	COc1cc(NC(=O)Nc2nc(C(N)C3CCCCC3)cs2)cc(OC)c1OC (stereo unspecified)	-4
95	COc1ccc(CN(C)C(=O)Cn2cc(C)c(=O)[nH]c2=O)cc1OC	-2
96	COc1cccc(NC(=O)CN(C)C(=O)c2cc(Cl)nc3ccccc23)c1	7
97	COc1ccc(NC(=O)c2sc3nc(N4CCOCC4)c4c(c3c2N)CCCC4)cc1	5
98	Cc1cc2nc(-c3cccc(Br)c3)c(Cc3cccc(Cl)c3)n2c(C)c1Br	-2
99	Cc1ccc(S(=O)(=O)N2C[C@H]3C(=O)C[C@@H](c4ccccc4)N(S(=O)(=O)c4ccccc4)[C@H]3C[C@H]2c2ccccc2)cc1	-2
100	CC(C)(C)c1ccc(S(=O)(=O)NC(=O)C2(C)CCN2C(=O)Cc2ccccc2Cl)cc1 (stereo unspecified)	2
101	COc1ccc(Cc2c(-c3ccc(OC)c(OC)c3)nc3c(C)cc(Br)cn23)c(C)c1	11
102	Cc1ccc(N=Cc2c(O)c3ccccc3n(C)c2=O)cc1	13
103	CC(=O)N1CCC(=NNS(=O)(=O)c2cccc([N+](=O)[O-])c2)CC1	-6
104	Cc1ccc(S(=O)(=O)N2CCC(=O)N([C@H](COCc3cccc(Cl)c3)Cc3ccccc3)CC2)cc1	6
105	O=C(C=Cc1ccccc1)c1cc(Br)ccc1O	5

# 3 entries from above, field by field.
94) COc1cc(NC(=O)Nc2nc(C(N)C3CCCCC3)cs2)cc(OC)c1OC (stereo unspecified)
  CXCR6 inh: -4
95) COc1ccc(CN(C)C(=O)Cn2cc(C)c(=O)[nH]c2=O)cc1OC
  CXCR6 inh: -2
96) COc1cccc(NC(=O)CN(C)C(=O)c2cc(Cl)nc3ccccc23)c1
  CXCR6 inh: 7

# Further compounds:
no.	Molecule	CXCR6 inh
106	COc1cc(/C=C2\SC(=O)N(CCN)C2=O)ccc1OS(=O)(=O)c1cc(C)ccc1C	-10
107	Cc1cc[n+](-c2[nH]c(=O)sc2/C=N/N=C(\[O-])c2ccccc2)cc1C	-2
108	CN(CCc1ccccc1)C(C(=O)Nc1ccc2c(c1)OCCO2)c1ccnc2ccccc12 (stereo unspecified)	10
109	CCN(CC)c1ccc2cc(C(=O)NNC(=O)c3ccc(S(=O)(=O)N4CCCCC4)cc3)c(=O)oc2c1	19
110	CCn1c(C)nnc1SCC(=O)Nc1ccc(OC)cc1	-3
111	CN(C)c1nc(=NCc2cccs2)ss1	92*
112	O=C(COc1ccc(F)c(Cl)c1)NC(=O)NC1CCCC1	3
113	O=C(NCc1ccc(F)cc1F)[C@@H]1CCCN1C(=O)[C@@H]1CCCN1C(=O)c1ccc(Cl)cc1	-1

# Ordered by the number under CXCR6 inh (lowest first): three of the compounds above
No.	smiles	CXCR6 inh
107	Cc1cc[n+](-c2[nH]c(=O)sc2/C=N/N=C(\[O-])c2ccccc2)cc1C	-2
113	O=C(NCc1ccc(F)cc1F)[C@@H]1CCCN1C(=O)[C@@H]1CCCN1C(=O)c1ccc(Cl)cc1	-1
109	CCN(CC)c1ccc2cc(C(=O)NNC(=O)c3ccc(S(=O)(=O)N4CCCCC4)cc3)c(=O)oc2c1	19
